# MOR-DOR inv ag = mu-delta opioid heterodimer inverse agonism. P35372+P41143. cell-based MOR-DOR heterodimer luminescence. inhibition, % at 9.3 µM. 340,000 compounds, 0.21% hits. AID 504357; in the data active = inhibition above about 22%, passing the limit was not always enough;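 note: 0% = cells with DMSO and 100% = wells without cells with DMSO; values of inactives mirror those of a sister screen read the other way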
# Target sequence (P35372 whole entry, looked up): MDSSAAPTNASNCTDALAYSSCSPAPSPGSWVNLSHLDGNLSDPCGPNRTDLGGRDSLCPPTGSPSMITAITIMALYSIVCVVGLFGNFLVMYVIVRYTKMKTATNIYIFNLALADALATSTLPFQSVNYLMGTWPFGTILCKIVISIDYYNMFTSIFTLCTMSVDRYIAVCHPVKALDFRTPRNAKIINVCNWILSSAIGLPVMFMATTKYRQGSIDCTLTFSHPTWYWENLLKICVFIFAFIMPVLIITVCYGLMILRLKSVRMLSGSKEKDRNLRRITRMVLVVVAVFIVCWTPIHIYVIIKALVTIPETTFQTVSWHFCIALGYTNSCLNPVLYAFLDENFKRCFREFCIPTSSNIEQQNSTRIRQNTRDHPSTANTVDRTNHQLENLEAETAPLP
# Target sequence (P41143 whole entry, looked up): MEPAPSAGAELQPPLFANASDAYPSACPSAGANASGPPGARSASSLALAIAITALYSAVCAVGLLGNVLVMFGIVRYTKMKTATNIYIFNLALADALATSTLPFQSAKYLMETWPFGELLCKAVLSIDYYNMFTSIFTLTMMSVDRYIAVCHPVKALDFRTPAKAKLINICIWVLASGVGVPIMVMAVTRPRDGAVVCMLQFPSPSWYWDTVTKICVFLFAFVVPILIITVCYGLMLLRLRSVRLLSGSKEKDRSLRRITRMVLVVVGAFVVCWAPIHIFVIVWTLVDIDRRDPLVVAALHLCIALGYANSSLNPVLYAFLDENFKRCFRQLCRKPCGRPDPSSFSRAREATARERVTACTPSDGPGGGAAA
# MOR-DOR ag = OPRM1-OPRD1 heterodimerization agonism. P35372+P41143. cells, luminescence. activation, % at 9.3 µM. 340,000 compounds, 0.3% hits; in the data active = activation above about 18%;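 note: 0% = vehicle-treated cells and 100% = reference agonist; values of inactives mirror those of a sister screen read the other way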
# DSG3 Ab inh = human desmoglein-3 autoantibody binding inhibition | DSG3-coupled beads, scFv-anti-DSG3-GFP binding, flow cytometry; active compounds read low | 310,000 compounds, 0.48% hits | binding (percent of control), % at 10 µM | P32926 | AID 588358;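 active = binding more than 3 SD below its plate's average and above zero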;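 note: hits lower antibody fragment binding to DSG3; some compounds called inactive have numbers as strong as hits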
# Ecoli viability = bacterial growth inhibition, counter-screen for AddAB inhibitors; 330,000 compounds, 0.27% hits; E. coli V3065 growth, OD600 absorbance, 18 h; inhibition, % at 11.9 µM;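 active = inhibition above the campaign's mean inhibition across all tested compounds plus 3 SD, cut at about 9.9% in these data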;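 note: uninfected addAB+ strain grown without phage in ampicillin broth; 0% = DMSO wells and 100% = ciprofloxacin 0.95 µg/ml wells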
# AddAB inh = less growth of phage-infected E. coli with AddAB; E. coli expressing H. pylori AddAB, absorbance growth; inhibition, % at 11.9 µM; 330,000 compounds, 0.29% hits; in the data active = inhibition above about 12%;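 note: 0% = vehicle wells of infected cells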
# PKA-R1A activ = activators of PKA-R1A complex. P00514+P68181. PKA-R1A dissociation, Cy5-IP20 fluorescence polarization; scaled: DMSO 0%, 113 µM cGMP 100%. activation, % at 11.4 µM. 340,000 compounds, 0.083% hits. AID 504707;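 active = percent activation above the mean of all tested compounds plus 3 SD, cut at about 19% in these data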;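 note: higher means more PKAc released from R1A so a rise in polarization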
# SUMO Mot1 rescue = blocks SUMOylation pathway, rescuing yeast Mot1-301 growth; S. cerevisiae Mot1-301 growth rescue, ATP luminescence, 38.5C; percent above DMSO median, 100 means doubled; growth rescue, % at 18.8 µM; 320,000 compounds, 1% hits; AID 2716;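 active = every valid replicate shows activation above 250% relative to neutral control wells; inactive = the rest, any valid replicate at or below 250%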;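 note: OY570 slx delta 5 strain wells were the positive control but not used for scaling; some compounds called inactive have numbers as strong as hits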
# phage Ecoli inh = E. coli growth loss with phage present. 360,000 compounds, 0.26% hits. inhibition, % at 11.9 µM. growth absorbance. AID 651602; in the data active = inhibition above about 11%
# Tat export inh = inhibitors of E. coli Tat protein transport | E. coli MC4100 TorA-mCherry Tat export, fluorescence | inhibition, % at 10 µM | 340,000 compounds, 0.036% hits | AID 488895;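 active = mean replicate inhibition at least 50% and at least half of replicates individually reaching 50%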;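 note: exported cargo escapes ClpAP degradation while cytoplasmic cargo is degraded and loses fluorescence; 0% = median of neutral control wells and 100% = median of NaSCN control wells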
# Arr AP2 block = blocks beta-arrestin peptide binding to AP2 adaptin | FITC-arrestin peptide / GST-AP2 beads, flow cytometry; AP2 beta2 appendage carries R879A mutation | inhibition, % at 10 µM | 340,000 compounds, 0.31% hits;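 active = inhibition above a set limit, near 3 SD of compounds lacking own fluorescence, cut at about 54% in these data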;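 note: plate controls were DMSO wells for no effect and 5 µM unlabelled arrestin peptide for full effect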
#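 test system = AP2 appendage R879A on GSH beads | buffer or medium = PBS plus Tween 20 (0.05%) and BSA (0.1%) | incubation = 12 min plus 1 h, RT | detection = bead flow cytometry, FITC channel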
# PfHsp90 yeast 2 = reduces growth (ATP signal) of yeast expressing P. falciparum Hsp90; S. cerevisiae expressing PfHsp90, BacTiter-Glo ATP, 48 h; yeast lacking PDR1 and PDR3 efflux regulators; inhibition, % at 9.4 µM; 310,000 compounds, 0.32% hits; AID 504621;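 active = every replicate shows inhibition above about 80%, whatever the replicate mean, limit read from the data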;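 note: 0% = DMSO neutral controls and 100% = 20 µM radicicol positive controls; yeast relying on Plasmodium falciparum Hsp90 in place of its own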
# The depositor's hits bear a star; . = no result given.
SMILES,MOR-DOR inv ag,MOR-DOR ag,DSG3 Ab inh,Ecoli viability,AddAB inh,PKA-R1A activ,SUMO Mot1 rescue,phage Ecoli inh,Tat export inh,Arr AP2 block,PfHsp90 yeast 2
CCOC(=O)c1ccccc1NC(=O)c1cn(-c2ccc(OC)cc2)c(=O)c2ccccc12,-8,1.4,101,-1.5,0.6,-9,4,3.3,-3,8,11
CC1(C)Cc2c(ccc3ccccc23)-c2nnc(-c3cccnc3)n21,14,-2.4,102,8.8,6.8,1,79,0.7,0,2,4
CC(=O)NCCc1nc2ccccc2n1CCOc1ccccc1,13,-2.7,99,-2.0,-2.1,-6,7,1.1,4,31,15
Nn1c(=S)[nH]c2sc3c(c2c1=O)CCCC3,8,-1.5,109,1.5,2.0,2,24,-5.1,-1,-3,-42
S=c1nc(C2CCCCC2)[nH][nH]1,12,-2.5,99,-2.3,1.9,-4,-7,.,-8,4,.
COc1cc(NC(=O)CSc2nc3ccccc3cc2Cc2ccccc2)cc(OC)c1,-1,0.2,82,0.6,1.3,0,-9,0.8,1,-2,-24
CCCCOC(=O)Sc1nc2ccccc2o1,-8,1.6,.,1.7,1.3,7,-5,2.4,4,29,-45
Oc1ccccc1/C=N/Nc1cccc2cccnc12,-52,8.9,100,0.0,0.8,3,57,0.6,-1,25,.
COC(=O)[C@H](Cc1ccccc1)N(C)S(=O)(=O)c1cccc(S(=O)(=O)N(C)[C@@H](Cc2ccccc2)C(=O)OC)c1,3,-0.7,102,0.6,5.2,1,2,1.0,-1,1,-10
O=S1(=O)CC/C(=N/Nc2ccc(C(F)(F)F)cn2)c2cc(F)ccc21,-29,6.0,107,-1.4,0.5,1,15,1.3,3,31,-3
COc1ccc(C(=O)NCC2CCCCC2)cc1S(=O)(=O)N1CCCC1,14,-3.5,110,-2.8,0.8,-3,-12,-1.5,-2,-2,2
COc1ccc(OC)c(C(C(=O)NCc2ccco2)N(C(=O)Cn2nnc3ccccc32)C2CC2)c1 (centres undefined),3,-0.7,101,1.3,0.6,-4,653,2.1,3,-2,15
Cc1ccc(O)c(C(=O)c2cc(C#N)c(=O)n(C(C)c3ccccc3)c2)c1 (centres undefined),4,-0.9,.,-0.9,-0.7,-7,-9,-1.2,8,0,2
Cc1ccc(CNc2ccc(Cl)cc2[N+](=O)[O-])cc1,0,0.0,97,-3.4,4.3,-10,-9,2.0,-4,0,-1
Oc1ccc(/C=N/Nc2cc(N3CCCC3)nc(N3CCCC3)n2)cc1,-30,5.2,113,-2.5,-1.8,5,0,3.7,0,4,17
COc1ccccc1C(=O)NC(=S)Nc1ccc(S(=O)(=O)N2CCN(C)CC2)cc1,7,-1.4,110,0.2,-0.6,3,-11,0.9,-6,-2,2
CCCOc1ccc(-c2cc(C(F)(F)F)c(C#N)c(SCC(=O)O)n2)cc1,8,-1.4,102,0.7,-0.2,-8,0,3.0,7,7,-14
O=C1CCNCCN1[C@H](CO)c1ccccc1,15,-2.6,104,-1.9,2.1,0,-3,0.6,1,19,1
C[C@H](c1ccccc1)n1nnc(COCc2ccccc2)c1C#CCOCc1ccccc1,-16,2.9,107,-1.2,3.0,-18,0,2.6,6,1,6
CC(C)C[C@H](NC(=O)c1nc[nH]c1C(=O)NCC(=O)OC(C)(C)C)C(=O)OCc1ccccc1,-37,6.5,106,0.2,-1.3,0,-7,-3.4,33,10,-2
O=c1c2ccccc2oc2ccc(-c3ccc4[nH]ccc4c3)cc12,-10,2.1,97,-0.3,2.7,1,-3,3.4,6,-1,0
Cc1cccc(C)c1NC(=O)CN1CCN(CC(=O)NCC2(N3CCCCC3)CCCCC2)CC1,14,-3.6,99,0.0,0.8,-1,-5,7.4,-1,2,.
COC(=O)NCC(C)OC(=O)Nc1ccc(Cl)cc1 (centres undefined),22,-4.8,98,3.6,3.1,-1,2,4.5,4,26,-12
Cc1cc(S(=O)(=O)Nc2ccccc2C)ccc1F,5,-0.9,85,-1.4,2.0,-5,13,3.0,-1,5,-24
FC(F)(F)c1nnc2c3ccccc3c(Cl)nn12,3,-0.6,100,.,.,-2,-5,0.2,6,2,8
COc1ccc(CNC(=O)CCS(=O)(=O)c2ccc(Br)cc2)cc1,0,0.1,.,1.0,2.9,-6,9,1.4,-7,32,14
COc1ccc(NC(=O)Cn2cnc3sc(C)c(S(=O)(=O)N4CCN(C)CC4)c3c2=O)cc1OC,10,-1.8,105,-0.8,1.2,-10,-20,2.2,4,-1,39
C=CCn1c(SC(C)C#N)nc2sc(CC)cc2c1=O (centres undefined),6,-1.1,104,2.8,2.5,-1,15,2.2,7,16,3
Cc1ccc(NC(=O)CN2CCN(CCN=CC3=C(O)CC(C)(C)CC3=O)CC2)cc1,10,-1.9,103,0.6,5.8,-4,985*,2.1,0,17,.
O=C(O)c1ccc(Oc2ccccc2)o1,10,-1.9,104,-1.1,0.7,1,1,1.2,-6,-19,-3
CCC(=O)Nc1nc(C)c(C(=O)N2CCCCC2)s1,2,-0.3,80,2.6,3.5,-1,84,2.5,-3,-7,-2
COc1ccc(N2CCN(S(=O)(=O)CCNC(=O)C3CC(=O)N(c4ccccc4)C3)CC2)cc1 (centres undefined),8,-1.6,106,-0.8,3.5,1,-10,3.6,-5,-13,20
Cc1cc(NC(=O)CC(C)(C)C)nc2c1c(=O)oc1ccccc12,8,-1.4,105,-0.9,-0.3,-3,-3,1.9,-4,-8,-70
CC1(C)OC(=O)N(c2cccnc2)C1(C)O (centres undefined),6,-1.1,94,0.9,1.2,-1,153,2.5,-1,35,4
Cc1nc(NCCc2ccccc2)sc1C(=O)N(C)C,-10,1.3,108,-2.6,-0.5,6,-6,-0.3,-6,-13,14
Cc1ccc(NC(=O)CSc2ccc(-c3ccccn3)nn2)cc1F,1,-0.2,.,5.8,4.4,-6,10,8.6,2,8,19
O=C(c1ccc(OC2CCN(Cc3cccc(F)c3)CC2)cc1)N1CCCCC1,-6,1.0,110,1.1,1.1,3,15,3.3,-2,3,3
CN(C)c1cc(-c2cccc([N+](=O)[O-])c2)oc(=O)c1Cl,3,-0.7,.,2.2,5.0,2,174,2.2,-2,41,42
C=CCn1c(SCC(=O)NC(=O)Cc2ccccc2)nnc1-c1ccccc1F,20,-3.8,93,-0.8,-0.9,5,15,3.3,4,3,-29
CC(=O)C1=C(O)C(=O)N(c2ccc(C(=O)O)cc2)C1c1ccc([N+](=O)[O-])cc1 (centres undefined),13,-2.6,100,-0.2,1.8,0,-14,2.7,-11,-3,-7
C=CCn1cccc(C(=O)Nc2ccc(OC)c(Cl)c2)c1=O,-2,0.4,100,-2.2,0.7,2,-3,.,-7,12,-10
Cc1onc(-c2c(Cl)cccc2Cl)c1C(=O)N=C(N)N1CC(C)OC(C)C1 (centres undefined),8,-1.6,108,-0.1,2.5,-1,-11,3.5,1,-10,-6
O=C(/C=C/Sc1ncn[nH]1)c1ccc(Cl)cc1,11,-2.1,98,1.0,-0.3,-4,117,0.6,2,22,-1
O=C(Cn1nc(-c2ccccc2)c2ccccc2c1=O)Nc1ccc(O)cc1,8,-1.6,91,1.9,0.9,-5,3,3.8,-2,-5,-3
CC[C@@]1(C(=O)OC)N[C@H](CN(C)S(=O)(=O)c2ccc(F)cc2)[C@@H]2C(=O)N(C)C(=O)[C@@H]21,8,-1.6,92,1.8,3.9,3,.,-0.1,0,-11,-1
COc1ccc(S(=O)(=O)N2CCOCC2)cc1C(=O)N1CCCC1,3,-0.6,103,-0.8,2.2,3,4,-0.6,14,-4,19
Cc1ccc(-c2nc3c4ccccc4ccn3c2CN2CCCCC2)cc1,3,-0.5,88,-1.2,0.8,4,8,-1.2,-1,6,11
Cc1ccc(CN2C(=O)CCC2C(=O)NCc2ccccc2Cl)cc1 (centres undefined),5,-0.9,100,-3.4,-2.0,7,5,0.7,-1,7,40
CCOc1ccc(S(=O)(=O)N2CCC(C(=O)Nc3ccc(C)c(S(=O)(=O)N4CCOCC4)c3)CC2)cc1,-4,1.1,.,.,.,-11,.,0.0,1,0,0
Cc1ccc(NC(=O)CN2CCC3(O)CCCCC3C2c2ccc3c(c2)OCO3)c(C)c1 (centres undefined),-10,1.8,104,-1.5,1.8,-10,15,0.9,13,2,0
O=C(CCC(=O)c1ccc(F)cc1)Nc1cccc(Br)c1,-16,3.4,99,-1.0,-0.5,-2,244,0.6,7,7,4
Cc1ccsc1C(=O)OCC(=O)Nc1sccc1C(N)=O,14,-2.5,78,-1.2,-1.6,-9,-8,3.3,5,17,.
COc1cc(C(=O)N2CCN(Cc3ccccc3C(F)(F)F)CC2)cc(OC)c1OC,10,-1.9,101,-0.8,1.3,-12,10,0.2,0,9,-2
CC(C)CCNC(=O)NC(=O)COc1ccccc1C#N,8,-1.6,.,-1.6,1.0,-10,-6,0.8,0,22,-13
CCOc1cc(CO)ccc1OCC(=O)N1CCCCC1,11,-1.9,.,-0.2,2.1,-5,-10,1.4,0,-10,.
COc1ccc(NC(=O)COC(=O)CC2Sc3ccccc3NC2=O)cc1 (centres undefined),2,-0.3,93,.,.,-11,.,5.9,1,34,.
CN(C)c1ccc(/C=C2\C(=N)N3N=C(CC(=O)N4CCCCC4)SC3=NC2=O)cc1,5,-1.0,752,-0.5,1.3,2,-6,1.2,-1,21,-4
O=C(N/C(=C/c1ccc(Br)cc1)C(=O)N1CCOCC1)c1cccs1,12,-2.4,102,0.2,4.6,-4,-10,4.4,-3,33,4
CCOC(=O)/C=C/C(=O)Nc1ccc(S(=O)(=O)N(C)c2ccccc2)cc1,-16,2.3,93,0.3,0.2,4,10,3.6,-4,1,14
O=C(Nc1cccc2ccccc12)c1ccccc1NS(=O)(=O)c1cccc2cccnc12,10,-1.6,100,1.7,0.7,7,4,1.7,-6,5,22
CCC(=O)Nc1ccc2oc(-c3cccnc3)nc2c1,-1,0.2,108,2.1,0.7,-11,-16,2.4,12,-1,-28
Cc1ccccc1NC(=O)c1c(C)[nH]c(=S)c(C#N)c1-c1ccc(Cl)cc1,.,.,116,-3.8,0.9,.,9,-0.8,.,-8,.
CCc1ccccc1NC(=O)CSc1nc2ccccc2n1CC(=O)N(C)C,.,.,120,.,.,-7,.,1.4,6,6,-4

# High-throughput results: PubChem BioAssay, several laboratories
